PLK1 PBD inh – inhibitors of human Plk1 polo box domain binding; P53350; Plk1 PBD phosphopeptide binding, fluorescence polarization; inhibition, %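 (tested at about 20 µM)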; actives 0.13% (n = 97,000); in the data active = inhibition above about 34%, passing the limit was not always enough
PLK1 inh – blocks human PLK1 kinase activity. recombinant PLK1 kinase, TR-FRET peptide phosphorylation. inhibition, % at 10 µM. actives 0.53% (n = 97,000);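 active = inhibition of 50% or more in the single-concentration screen; inactive = inhibition below 50%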;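 note: 0% = DMSO max control and 100% = H-89 dihydrochloride min control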
MT1-MMP txn act – activates MT1-MMP transcription; HT1080 MT1-MMP promoter luciferase reporter, luminescence, overnight; stronger effect = higher value; activation factor at 10 µM; actives 0.16% (n = 86,000); AID 750;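 active = activation factor of at least 2 for MT1-MMP transcription at 10 µM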
HIV Rev-RRE inh – disrupts HIV-1 Rev binding to RRE RNA | P05866 | Rev peptide-RRE RNA binding, FRET | inhibition, % at 8 µM | actives 0.79% (n = 97,000);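 active = inhibition above the screen-wide mean plus 3 SD, cut at about 35% in these data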;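 note: 0% = median DMSO wells and 100% = median Neomycin B control wells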
Target sequence (P05866 whole entry, looked up): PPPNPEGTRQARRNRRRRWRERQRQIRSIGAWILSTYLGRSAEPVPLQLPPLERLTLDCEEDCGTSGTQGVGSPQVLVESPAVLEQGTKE
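Assay system: Labelled RRE RNA duplex and labelled Rev peptide | Times: 5 min preincubation and 15 min binding, 25 °C | Detection: FRET, ex 480 nm, em 540 and 671 nm | Evaluation: % inhibition of FRET ratio versus controls | Benchmarks: DMSO wells as 0% and neomycin B wells as 100% inhibition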
FAK inh – inhibitors of human focal adhesion kinase; Q05397; actives 0.84% (n = 97,000); inhibition, %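 (tested at 7 µM)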; biochemical FAK kinase activity assay; in the data active = inhibition above about 19%;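 note: 0% = DMSO and 100% = reference compound high control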
EphB4 ephrin blk – antagonists of human EphB4-ephrin-B2 interaction; P54760; EphB4 LBD / TNYL-RAW-Alexa532 peptide, fluorescence polarization; inhibition, % at 7 µM; actives 0.15% (n = 97,000);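 active = inhibition above the screen-wide mean inhibition plus 3 SD, cut at about 15% in these data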;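 note: 0% = DMSO wells and 100% = excess unlabeled TNYL-RAW peptide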
PLAP activator – human PLAP activation; P05187; purified PLAP enzyme, luminescent substrate read-out; stronger effect = higher value; actives 1.2% (n = 96,000); activation fold at 20 µM; in the data active = activation fold above about 2
Target sequence (P05187 whole entry, looked up): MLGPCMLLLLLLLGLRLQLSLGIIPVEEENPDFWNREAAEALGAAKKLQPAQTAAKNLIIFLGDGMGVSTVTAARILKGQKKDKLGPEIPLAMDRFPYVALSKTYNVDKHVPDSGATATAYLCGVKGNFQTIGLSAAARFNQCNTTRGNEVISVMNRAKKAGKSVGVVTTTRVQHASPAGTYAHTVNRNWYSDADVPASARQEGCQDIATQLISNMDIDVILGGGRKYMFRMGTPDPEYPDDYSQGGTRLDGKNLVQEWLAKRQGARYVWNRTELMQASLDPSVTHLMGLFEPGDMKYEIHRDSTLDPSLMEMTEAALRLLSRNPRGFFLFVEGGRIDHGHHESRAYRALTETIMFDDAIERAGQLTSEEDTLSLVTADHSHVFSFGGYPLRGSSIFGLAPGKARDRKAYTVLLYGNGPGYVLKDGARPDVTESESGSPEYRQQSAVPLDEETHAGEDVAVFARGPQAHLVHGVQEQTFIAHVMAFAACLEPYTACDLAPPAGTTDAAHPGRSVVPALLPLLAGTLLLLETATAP
S1P2 agonist – agonists of human S1P2 receptor; AID 729; activation, % at 4.5 µM; S1P2-expressing cell line, agonist reporter read-out; actives 0.46% (n = 97,000); O95136; in the data active = activation above about 16%;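 note: 0% = vehicle low control and 100% = maximal reference agonist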
Target sequence (O95136 whole entry, looked up): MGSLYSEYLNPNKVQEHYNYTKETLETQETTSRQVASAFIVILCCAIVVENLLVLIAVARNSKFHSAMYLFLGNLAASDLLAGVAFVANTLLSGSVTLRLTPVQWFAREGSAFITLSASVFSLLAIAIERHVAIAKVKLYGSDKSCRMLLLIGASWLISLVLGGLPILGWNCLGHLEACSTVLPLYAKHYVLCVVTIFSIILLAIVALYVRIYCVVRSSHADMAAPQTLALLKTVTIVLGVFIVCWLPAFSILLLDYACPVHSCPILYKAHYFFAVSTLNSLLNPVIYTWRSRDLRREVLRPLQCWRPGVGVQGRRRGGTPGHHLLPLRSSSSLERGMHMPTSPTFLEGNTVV
S1P2 antag – antagonists of human S1P2 receptor. O95136. cell-based S1P2 antagonist assay, inhibition at 5 uM. inhibition, % at 5 µM. actives 0.21% (n = 97,000). AID 736; in the data active = inhibition above about 45%;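 note: CRE beta-lactamase reporter cells expressing human S1P2 stimulated with S1P; 0% = agonist at EC80 alone and 100% = agonist plus reference antagonist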
The depositor's hits bear a star; . = no result given; [ ] = dose if it differs, or a comment.

Screens in order: PLK1 PBD inh	PLK1 inh	MT1-MMP txn act	HIV Rev-RRE inh	FAK inh	EphB4 ephrin blk	PLAP activator	S1P2 agonist	S1P2 antag
> CCN(CC)Cc1c(C(=O)OC(C)C)nnn1-c1nonc1N
    14	-5	0.9	3	1	1	1.1	-5	13
> Nc1c(C(=O)NCc2ccccc2)nnn1Cc1cccc(Cl)c1
    -10	5	1.1	4	-4	5	0.7	-3	2
> CC(C)(C)C(=O)CN1CCN(S(=O)(=O)c2ccc(F)cc2)CC1
    26	-3	1	0	-6	0	0.9	-14	7
> CCn1c(SCC(=O)Nc2ccc3c(c2)OCO3)nc2c1c(=O)n(C)c(=O)n2C
    5	0	1.1	8	-1	-4	0.9	0	-20
> C=CCc1cccc(CNc2nc3ccccc3n2CC)c1O
    -7	-7	1.1	2	-5	-11	1.3	-3	-5
> CN1C(=O)C2(c3ccccc31)N(C)CC(c1ccccc1)C21SC(=S)N(Cc2ccco2)C1=O (stereo unspecified)
    -15	1	0.9	12	2	5	1.2	-5	-7
> Cc1ccc(N2C(=O)C3ON(c4ccccc4)C(c4ccncc4)C3C2=O)cc1 (stereo unspecified)
    -7	5	1.2	5	0	-5	1.2	-2	5
> COC(=O)c1ccc(C2NC(=O)NC(C)=C2C(=O)N(C)C)cc1 (stereo unspecified)
    9	20	1.2	8	0	-2	1.4	-5	10
> CC1CCCC(NC(=O)CN2CCN(Cc3ccc(Cl)cc3)C2=O)C1C (stereo unspecified)
    -15	-5	1	6	1	-3	1.2	3	-2
> Cc1cc(-c2ccccc2)nc(N2CCC(C(=O)NC34CC5CC(CC(C5)C3)C4)CC2)n1
    21	-14	1.3	7	-1	0	1	-5	-7
> C=CCn1c(N)c(C(=O)OCC)sc1=S
    5	-13	1.1	4	6	-1	0.9	-7	-3
> Nc1nc(-c2c[nH]c3ccccc23)cs1
    -2	-12	1.3	0	-2	-11	1.4	1	-2
> OC1(Cc2ccn[nH]2)CCCCC1
    -19	-4	1.2	8	-1	4	0.9	-5	10
> CCS(=O)(=O)NC(C)C(c1cccs1)N1CCN(C)CC1 (stereo unspecified)
    39	-9	1.3	6	0	-2	1	-6	15
> CCOC(=O)CN1C(=O)C(Sc2nnc(-c3ccccc3OC)s2)CCc2ccccc21 (stereo unspecified)
    -13	-11	1.3	8	-2	6	.	-5	2
> CC1CN(C(=O)C2CCCN2S(=O)(=O)c2ccc(Cl)cc2)CC(C)O1 (stereo unspecified)
    12	-9	1.2	3	-10	-1	1.6	-7	17
> Nc1cccc(S(=O)(=O)c2cccc(N)c2)c1
    8	-12	1.1	5	-1	-4	0.9	-4	6
> CCCC(=O)Nc1ccc(C(=O)Nc2nc(CC(=O)OCC)cs2)cc1
    8	-7	1	-1	1	1	1	2	-15
> O=C(CN1CCCC1)N1c2ccccc2Sc2ccccc21
    6	7	1.1	-2	-1	-4	.	-5	4
> CC(C)c1ccc(NC(=O)N(CCc2nc3ccccc3[nH]2)C2CCCC2)cc1
    -16	-3	1.2	11	3	9	0.8	-5	35

A second format for part of the listing above.
PLK1 PBD inh | PLK1 inh | MT1-MMP txn act | HIV Rev-RRE inh | FAK inh | EphB4 ephrin blk | PLAP activator | S1P2 agonist | S1P2 antag | Compound
9 | 20 | 1.2 | 8 | 0 | -2 | 1.4 | -5 | 10 | COC(=O)c1ccc(C2NC(=O)NC(C)=C2C(=O)N(C)C)cc1 (stereo unspecified)
-15 | -5 | 1 | 6 | 1 | -3 | 1.2 | 3 | -2 | CC1CCCC(NC(=O)CN2CCN(Cc3ccc(Cl)cc3)C2=O)C1C (stereo unspecified)

Next part:
Screens in order: PLK1 PBD inh	PLK1 inh	MT1-MMP txn act	HIV Rev-RRE inh	FAK inh	EphB4 ephrin blk	PLAP activator	S1P2 agonist	S1P2 antag
> COc1cccc(C(c2sc3ncnn3c2O)N2CC(C)OC(C)C2)c1 (stereo unspecified)
    2	-6	1.2	10	-4	2	1.5	-6	7
> CCN1CCN(Cc2oc(CO)cc(=O)c2O)CC1
    9	4	.	7	-1	0	1.1	-2	-8
> Cc1cc(NS(=O)(=O)c2ccc(NC(=O)c3oc4ccccc4c3C)cc2)no1
    -15	-10	1.2	6	-1	6	1.1	-11	-4
> O=C(CSc1nnc(NCc2ccccc2)s1)c1ccco1
    9	2	1.3	4	0	2	1.2	-2	15
> O=C(Nc1cccnc1)c1cc(-c2ccc(Br)cc2)on1
    -8	-6	1.4	4	-4	-4	0.8	-8	-2
> O=C(CCS(=O)(=O)c1cccs1)N1CCCC1
    -30	-12	1.4	3	-1	-2	1.1	-6	3
> COc1cccc(N2CCN(S(=O)(=O)c3ccc4nc(-c5ccccc5)[nH]c4c3)CC2)c1
    -22	-5	.	6	0	2	1	-5	25
> CCOC(=O)CNC(=O)Cn1cnc2c(nnn2-c2cccc(Cl)c2)c1=O
    -12	-8	1	5	0	-3	1	0	22
> N=c1c(S(=O)(=O)c2ccccc2)cc2c(=O)n3ccccc3nc2n1Cc1ccco1
    -9	-8	1	16	2	10	1.2	1	-9
> Cc1ccc(CNC(=O)c2ccc([N+](=O)[O-])o2)cc1
    6	6	.	11	4	4	1	-4	13
> CC(c1ccco1)N(C(=O)CSc1ccc(Br)cc1)c1ccccn1 (stereo unspecified)
    36	-5	1.1	8	5	-5	1.4	-7	13
> CCOC(=O)c1c(NC(=O)CSc2nnc(-c3ccncc3)n2Cc2ccco2)sc(C)c1C
    8	2	1	7	2	-5	1.7	6	-50
> CCN(CC)CCN1C(=O)C(=O)/C(=C(/O)c2c(C)[nH]c(C(=O)OC)c2C)C1c1cccnc1 (stereo unspecified)
    -3	-2	1	5	-4	-3	1.2	-8	25
> CC#CCN(CC#CC)S(=O)(=O)c1ccc(S(=O)(=O)N2CCOCC2)cc1
    -14	-9	1.2	2	-1	-10	1	-5	3
> O=C(Nc1ccc2c(c1)OCCO2)C1CCN(C(=O)c2ccc(Br)cc2)CC1
    -13	-6	1.3	8	4	-5	1.1	0	0
> Cc1ccc(NC(=O)CCC(=O)NNC(=O)c2cccs2)cc1C
    -10	-1	.	-1	0	0	2*	-7	-2
> N=c1c(C(=O)NCc2ccco2)cc2c(=O)n3ccccc3nc2n1Cc1ccccc1
    14	-6	1.2	9	0	1	1.4	14	2
> COc1ccc(N2CCN(C(=O)Cn3nnc(-c4cccs4)n3)CC2)cc1
    8	-7	1	7	-2	1	1	-12	5
> COc1ccc(NC(=O)C(C)N(c2ccc(C)cc2)S(C)(=O)=O)c(OC)c1 (stereo unspecified)
    6	-18	1.1	2	-1	-2	1.5	-4	11
> Cc1cc(N2CCCC2)ccc1/C=N/n1cnnc1
    23	12	.	5	17	0	0.9	-2	-22

Sorted by formula weight (largest number first): part of the list above.
Screens in order: PLK1 PBD inh	PLK1 inh	MT1-MMP txn act	HIV Rev-RRE inh	FAK inh	EphB4 ephrin blk	PLAP activator	S1P2 agonist	S1P2 antag
> Cc1cc(NS(=O)(=O)c2ccc(NC(=O)c3oc4ccccc4c3C)cc2)no1
    -15	-10	1.2	6	-1	6	1.1	-11	-4
> CCOC(=O)CNC(=O)Cn1cnc2c(nnn2-c2cccc(Cl)c2)c1=O
    -12	-8	1	5	0	-3	1	0	22
> Cc1ccc(NC(=O)CCC(=O)NNC(=O)c2cccs2)cc1C
    -10	-1	.	-1	0	0	2*	-7	-2
> Cc1cc(N2CCCC2)ccc1/C=N/n1cnnc1
    23	12	.	5	17	0	0.9	-2	-22

(further entries)
Screens in order: PLK1 PBD inh	PLK1 inh	MT1-MMP txn act	HIV Rev-RRE inh	FAK inh	EphB4 ephrin blk	PLAP activator	S1P2 agonist	S1P2 antag
> O=C(O)CN1C(=O)COc2cc(S(=O)(=O)N3CCCC3)ccc21
    5	-3	1.1	6	-1	-2	1	-4	9
> CC1(C)CC(OC(=O)c2ccccc2)CC(C)(C)N1
    15	-37	1.3	3	-1	-1	0.8	-2	-14
> CC(C)(C)NC(=O)Cn1c(SCC(=O)NC2CCCCC2)nc2ccccc21
    -19	-10	1	5	0	7	1	-4	-3
> CCc1[nH]nc2c1C(Cc1ccccc1)C(C#N)=C(N)O2 (stereo unspecified)
    3	17	1.1	-4	0	-3	0.9	-1	-2
> C/C(N)=C(/C#N)C(=O)COC(=O)COc1ccc(Cl)cc1
    -15	-4	1.1	7	3	10	1.2	-9	20
> O=C(N1CCOCC1)N1CCN(C(=O)N(c2ccccc2)c2ccccc2)CC1
    -15	-9	.	5	1	3	1.2	-1	7
> O=c1c2cc(N3CCOCC3)ccc2[nH]c(=S)n1Cc1cccc(Cl)c1
    -2	-4	1.1	-4	-3	-3	0.8	-6	1
> Nc1c(C(=O)C2CC2)sc2nc(-c3cccs3)cc(C(F)(F)F)c12
    -10	-30	1.1	107*[fluorescence artefact?]	-1	-3	1.1	-12	23
> Cc1ccc(C)c(C(=O)NCCN(C)C)c1
    19	-4	1.1	-3	-6	3	0.9	2	-11
> Cc1nn(-c2ccccc2)c(Cl)c1C(=O)NCC(=O)O
    9	-10	1.1	11	2	5	1	-5	-6
> CCOC(=O)N1CCC(NC(=O)CCC(=O)N2CCOc3ccc(C)cc32)CC1
    9	8	1.3	1	-4	-8	1.3	-7	14
> CC1(C(=O)NCc2cccnc2)CCC(=O)N1CCc1ccccc1 (stereo unspecified)
    6	0	1	3	-2	-6	.	-3	11
> Cc1ccc(OCCN2CCN(C(=O)CCC(=O)Nc3nnc(C(C)C)s3)CC2)cc1
    8	0	1.2	-1	-6	-3	1.5	-3	7
> COCC(=O)N(Cc1cc2ccccc2[nH]c1=O)c1ccc(OC)cc1
    17	-6	1.1	-2	-1	-7	1.1	-5	5
> CCC(=O)Nc1cccc(NC(=O)CSc2nnnn2Cc2ccccc2)c1
    8	-8	1.2	8	9	0	1	-13	2
> COCCn1c(C)cc(C(=O)CSc2ccc(NC(C)=O)cc2)c1C
    -16	-3	.	3	2	4	1.5	-2	29
> O=C(Cn1ccc2ccccc2c1=O)N1CCN(Cc2ccc3c(c2)OCO3)CC1
    -5	-6	1	4	-7	-1	1.1	-8	8
> CCS(=O)(=O)N1CCC(C(=O)OCC(=O)c2ccc(Br)cc2)CC1
    9	-3	1.1	0	0	-4	.	-6	15
> COc1ccc(NC(=O)CS(=O)CC(=O)NCc2cccc(C(F)(F)F)c2)cc1 (stereo unspecified)
    -2	-7	1.1	4	-2	-4	1	-9	4
> CCOc1ccccc1-n1c(SCC(=O)NC)nnc1-c1ccco1
    -13	-6	1.2	4	-2	4	0.9	-2	14
> CCN(CC)S(=O)(=O)c1cccc(C(=O)N[C@H](C(=O)OCC(N)=O)C(C)C)c1
    -6	-36	1.2	10	-3	2	1.1	-4	-3

Screens deposited in PubChem BioAssay by several laboratories.
